Screens as filed in PubChem.
BLM helicase inh – Bloom syndrome helicase (human) inhibition; Potency, µM (titrated, usually from 56.1 µM), for inactives: at the top dose activity change, negative = inhibition, usual class: inhibitors; recombinant BLM DNA unwinding, fluorescence dequenching; AID 2528; 350,000 tested, 0.2% active;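 further: potency means the concentration at half of the fitted maximal effect; plate controls were vehicle for no effect and no enzyme for full effect; nearly all actives have a fitted effect of over 35% in size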
POLK inh – inhibitors of human DNA polymerase kappa; Q9UBT6; purified Pol kappa, fluorescent DNA synthesis assay, 10 min; Potency, µM (series often up to 107 µM), for the others: top-dose activity, negative = inhibition, usual class: inhibitors; 400,000 tested, 0.53% active; AID 588579; further: potency means the concentration at half of the fitted maximal effect; on the % scale 0 is the no-effect control and ±100 the full control effect
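Enzyme at 10 nM met test compounds for 15 min at room temperature. Substrate addition (50 nM final) began the reaction, which was monitored by fluorescence at 0 and 10 min.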
Apoferritin bind – candidate novel general anesthetic via apoferritin binding | P02791 | 350,000 tested, 0.074% active | apoferritin/1-aminoanthracene competitive binding, fluorescence | Potency, µM (top dose mostly 77.5 µM), inactives show at the top dose activity change, negative = displacement, hits mostly inhibitors; further: potency means the concentration at half of the fitted maximal effect; on the % scale 0 is the no-effect control and ±100 the full control effect; nearly all actives have a fitted effect of over 20% in size
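Read-out: endpoint 1-AMA fluorescence, excitation 380 nm and emission 535 nm, after compounds sit 10 min at room temperature with 10 uM horse-spleen apoferritin in 50% saturated 1-AMA/PBS. Values come from four-parameter Hill fits.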
Pol beta inh – blocks human DNA polymerase beta activity | P06746 | Pol beta primer extension/strand displacement, fluorescence kinetic | Potency, µM (top dose mostly 114 µM), for the others: at the highest dose activity change, negative = inhibition, hits mostly inhibitors | 340,000 tested, 1.3% active | AID 485314; further: potency means the concentration at half of the fitted maximal effect; on the % scale 0 is the no-effect control and ±100 the full control effect
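Values derive from four-parameter Hill fits of normalized kinetic data: reads at 0 and 10 min following addition of 50 nM substrate to 10 nM Pol beta preincubated 15 min with compound.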
GRP78 ERSR act – ER stress response induction in glioma; U87-MG GRP78 promoter luciferase reporter, 16 h; Potency, µM, without a hit: at the top dose activation, most hits filed as activators; 420,000 tested, 0.02% active; AID 602332; further: potency means the concentration at half of the fitted maximal effect; series mostly up to about 76 µM; % of control where 0% means no effect; nearly all actives have a fitted effect of over 35% in size
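Stably transfected U87-MG glioma cells carrying a GRP78-based luciferase sensor; 16 h compound incubation. Luminescence end-point read 10 min after Bright-Glo addition at room temperature.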
POLH inh – blocks human DNA polymerase eta activity; Q9Y253; recombinant Pol eta, fluorescent DNA replication assay; Potency, µM (series often up to 114 µM), for the others: at the highest dose activity change, negative = inhibition, hits mostly inhibitors; 390,000 tested, 1.2% active; AID 588591; further: potency means the concentration at half of the fitted maximal effect; on the % scale 0 is the no-effect control and ±100 the full control effect
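Pol eta (10 nM) was preincubated with compounds for 15 min at room temperature, after which fluorescent replication substrate (50 nM final) was added to start the reaction. Fluorescence was read kinetically at 0 and 10 min.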
LDHA inh – blocks human lactate dehydrogenase A. 480,000 tested, 0.15% active. P00338. purified LDHA, NADH/diaphorase-resazurin fluorescence; hits give low values. activity change, % (values are at about 110 or 230 µM). AID 1347041; in the data active means activity change below about -30%; inconclusive means mostly about -25% to -30%;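 further: plate controls were DMSO wells for no effect and wells without enzyme for full effect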
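Remaining NADH was detected by diaphorase (0.133 mg/mL) converting 37 µM resazurin to fluorescent resorufin, read at 0 and 20 minutes. The preceding 5-minute room-temperature reaction used 2 nM LDHA, 0.2 mM sodium pyruvate and 0.06 mM NADH at pH 7.4.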
APEX1 inh – inhibitors of human APE1 endonuclease. P27695. recombinant APE1, TAMRA/BHQ-2 abasic DNA cleavage fluorescence. Potency, µM (doses to about 65.8 µM), without a hit: at the top dose activity change, negative = inhibition, usual class: inhibitors. 350,000 tested, 0.35% active;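 further: potency means the concentration at half of the fitted maximal effect; plate controls were vehicle for no effect and reference inhibitor for full effect; nearly all actives have a fitted effect of over 55% in size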
Target sequence (P27695 whole entry, looked up): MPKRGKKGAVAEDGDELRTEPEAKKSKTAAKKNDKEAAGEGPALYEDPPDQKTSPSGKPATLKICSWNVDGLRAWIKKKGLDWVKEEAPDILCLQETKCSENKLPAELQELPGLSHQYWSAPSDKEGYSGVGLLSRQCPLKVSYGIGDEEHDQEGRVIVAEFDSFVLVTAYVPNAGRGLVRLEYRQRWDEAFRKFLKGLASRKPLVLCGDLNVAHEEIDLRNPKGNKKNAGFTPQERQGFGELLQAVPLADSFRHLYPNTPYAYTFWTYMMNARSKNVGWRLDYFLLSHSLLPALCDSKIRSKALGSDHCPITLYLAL
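Kinetic fluorescence read (525 ex/598 em nm, three reads 60 s apart) of AP-site incision; signal = third minus first read. Enzyme 0.75 nM, dual-labelled THF duplex 50 nM, compound preincubation 15 min RT.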
POLI inh – inhibitors of human DNA polymerase iota | Pol iota fluorescent replication assay, 10 min | Potency, µM (top dose mostly 115 µM), for inactives: top-dose activity, negative = inhibition, usual class: inhibitors | 390,000 tested, 1% active | Q9UNA4; further: potency means the concentration at half of the fitted maximal effect
Target sequence (Q9UNA4 whole entry, looked up): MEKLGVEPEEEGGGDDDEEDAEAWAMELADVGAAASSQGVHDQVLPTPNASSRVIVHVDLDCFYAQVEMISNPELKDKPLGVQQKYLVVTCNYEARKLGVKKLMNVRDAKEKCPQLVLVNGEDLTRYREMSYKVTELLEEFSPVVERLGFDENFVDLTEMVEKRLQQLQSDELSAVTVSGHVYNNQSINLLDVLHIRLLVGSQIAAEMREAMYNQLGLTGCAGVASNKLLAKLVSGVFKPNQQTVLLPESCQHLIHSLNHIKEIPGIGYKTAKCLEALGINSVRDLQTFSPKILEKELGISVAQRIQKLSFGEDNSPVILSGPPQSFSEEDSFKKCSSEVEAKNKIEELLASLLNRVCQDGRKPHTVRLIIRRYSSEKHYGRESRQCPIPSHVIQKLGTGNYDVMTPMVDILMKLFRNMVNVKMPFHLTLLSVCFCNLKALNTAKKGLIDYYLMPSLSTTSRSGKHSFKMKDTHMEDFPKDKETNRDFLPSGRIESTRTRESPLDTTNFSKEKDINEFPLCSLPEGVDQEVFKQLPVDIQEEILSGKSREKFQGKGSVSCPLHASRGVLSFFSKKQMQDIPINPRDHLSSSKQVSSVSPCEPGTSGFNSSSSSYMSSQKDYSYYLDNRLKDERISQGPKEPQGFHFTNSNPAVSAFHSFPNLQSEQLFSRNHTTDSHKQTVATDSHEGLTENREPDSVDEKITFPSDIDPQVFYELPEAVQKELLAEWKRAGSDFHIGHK
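Fluorescent replication assay read twice, at 0 min and 10 min after adding 50 nM (final) substrate. Enzyme (10 nM) and compounds were first incubated 15 min at room temperature; enzyme-free buffer wells were negative controls.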
Numbers without * were called inactive; ? = inconclusive; · = no result given; & = joins results of further samples; [ ] = another dose, or the depositor's remark. Unless noted, the call rests on the fitted dose curve; in most records, active means well fitted curve in the direction sought with a large enough effect; inconclusive means small, poorly fitted or top-dose-only effect, or another doubt; inactive means no such curve, though single readings can be large; an effect the other way counts as inactive or inconclusive.

SMILES	BLM helicase inh	POLK inh	Apoferritin bind	Pol beta inh	GRP78 ERSR act	POLH inh	LDHA inh	APEX1 inh	POLI inh
COc1ccccc1C(=O)N1[C@@H](C(C)C)COc2cc(Br)ccc2S1(=O)=O	·	-9%	·	·	-6%	-13%	0	·	-18%
N=c1c(C(=O)NCC2CCCO2)cc2c(=O)n3ccccc3nc2n1CCCO (stereo unspecified)	-2%	-5%	·	8%	-4%	-6%	-2	·	26%
CCOC(=O)c1cccc(NS(=O)(=O)c2c(C)[nH]c(=O)[nH]c2=O)c1	1%	2%	-9%	22%	-1%	-12%	-9	-1%	15%
CC(c1nc2ccccc2o1)N1C(=O)c2ccccc2C1=O (stereo unspecified)	3%	-7%	-10%	1%	3%	-9%	-7	1%	7%
O=C(c1ccccc1Cc1ccccc1)N1CCN(S(=O)(=O)c2ccccc2F)CC1	·	-4%	·	·	-5%	-6%	-7	2%	-1%
Cc1cccc(N2CN=C3SCC(=O)N3C2)c1	-1%	-7%	-5%	-18%	-4%	-5%	-4	1%	11%
Cc1cc(C)c2c(=O)n(CC(=O)N3CCC(Cc4ccccc4)CC3)sc2n1	-2%	·	-9%	12%	·	·	·	-3%	·
COC1(C2=NCCN2)COc2ccccc2O1 (stereo unspecified)	·	-2%[60.1 µM]	·	13%[57.1 µM]	0%&-3%	5%	-6	40%&15%	-24%
COc1cccc(CN2CCN(c3cccc(C(F)(F)F)c3)CC2)c1OC	-4%	-17%	-1%	1%	-2%	-18%	-19	18%	-16%[58.9 µM]
Cc1ccc(/C=N/NC(=O)c2nc3nc(C)cc(C)n3n2)cc1	6%	-4%	10%	37%	-4%	-19%	-1	16%	2%
COCCN(C(=S)Nc1ccc(OC)cc1)C1CCN(C(C)C)CC1	-9%	-10%	28%	8%	-3%	-11%	1	9%	-16%
O=C(NC(NCc1ccccc1)C(Cl)(Cl)Cl)c1cccnc1 (stereo unspecified)	-5%	-8%	-13%	14%	-5%	5%	2	7%	17%
CCOc1ccc(CCNC(=O)c2cccc(NC3=NC4CS(=O)(=O)CC4S3)c2)cc1OCC (stereo unspecified)	-3%	14%	-1%	4%	-3%	-5%	1	4%	28%
COc1ccc(C)cc1NC(=O)C(Sc1nnc2ccccn12)c1ccccc1 (stereo unspecified)	-2%	3%	-11%	18%	-3%	-12%	-6	3%	-27%
O=C(CSc1nncs1)NCc1ccc(F)cc1	-4%	-1%	-6%	16%	-3%	-8%	-7	0%	-9%
O=C(Nc1ccc(F)cc1F)c1cccc(S(=O)(=O)N2CCCCC2)c1	·	-8%	·	·	-1%	-5%	-7	-29%	-16%
Cc1ccc(-n2nc(CO)c(C(=O)NCCO)n2)cc1	4%	4%	5%	44%	-4%	-7%	-9	·	15%
O=C(O)CCn1c(=S)oc2ccccc21	2%	-3%	-5%	7%	-5%	-6%	1	0%	7%
CC(=O)NC(=S)Nc1ccc(-c2nc3ccc(C)cc3s2)cc1	0%	-7%	-5%	3%	5%	-11%	0	-3%	23%
Cc1cc(C)n2c(SCc3c(C)noc3C)nnc2n1	5%	-9%	5%	-6%	-3%	1%	-1	-1%	19%
O=C(NCCCN1CCOCC1)c1ccc(/C=C2\Oc3ccccc3N(Cc3ccccc3F)C2=O)cc1	-2%	-10%	1%	22%	3%	-18%	-4	27%	30%
CC1CC(C)CN(C(=O)CNC(=O)c2sc3ccccc3c2Cl)C1 (stereo unspecified)	·	-10%	·	·	2%	-4%	2	-9%	?
Cc1cc(C)c(NC(=O)COC(=O)Cc2ccsc2)c(C)c1	1%	2%	-1%	?	-2%	-22%	-1	11%	21%
O=C(NCc1ccco1)C1CCCN(c2nnc(-n3cccc3)s2)C1 (stereo unspecified)	-3%	?	-6%	?	-4%	?	-2	48%[activator]	?
O=C(NCc1cccs1)N[C@@H](Cc1ccccc1)C(=O)O	-3%	2%	-12%	-1%	1%	9%	1	2%	9%
Cc1ccc2c(Sc3ccc(Cl)cc3)c(C(=O)N3CCCCC3)[nH]c2c1	0%	2%	-24%	3%	4%	-20%	6	·	27%
COc1ccccc1C(=O)Nc1nc(C)cc(C)n1	·	4%	·	·	-7%	-1%	0	·	64%[activator]
CCC(=O)c1ccc(OCC(O)Cn2nc(C)c(Br)c2C)cc1 (stereo unspecified)	-3%	1%	-17%	2%	-1%	-14%	-3	5%	16%
Cc1nc(SCC(=O)NNC(=O)c2ccc(F)cc2)c2ccccc2n1	·	-11%	·	·	3%	2%	-10	-5%	?
Cc1cccc(NC(=O)c2nc[nH]c2C(=O)NC2CCN(C(=O)OC(C)(C)C)CC2)c1	·	13%	·	·	-2%	-19%	0	-21%	-22%
COCCN(CC(=O)Nc1cccc(C)c1C)C(=O)c1ccc(S(=O)(=O)N2CCOCC2)cc1	·	-11%	·	·	1%	-18%	-4	7%	23%
COc1ccc(Cc2nnc(NS(C)(=O)=O)s2)cc1	0%	-3%	-11%	-6%	-4%	-14%	0	6%	-6%
CN(C)CCCN(C(=O)c1ccc([N+](=O)[O-])s1)c1nc2cc3c(cc2s1)OCCO3	-7%	-2%	-18%	?	-12%	-11%	0	32%	-1%
O=C(COC(=O)C1CC1)c1c[nH]c2ccccc12	-2%	-11%	3%	-9%	4%	-6%	-1	-2%	1%
O=C(NC(=S)Nc1nc(-c2ccccc2)cs1)c1cccnc1	-1%	-2%	-1%	-14%	2%	-8%	-4	6%	68%[activator]
O=C(CSCc1ccco1)c1ccc(Cl)s1	-15%	·	?	-106%	·	·	·	-2%	·
Cn1c(=O)c2c(-c3ccccc3Br)n(Cc3ccccc3)cc2n(C)c1=O	-1%	-6%	4%	1%	-2%	-13%	-6	·	5%
CC(=O)Nc1ccccc1OCc1nnc(-c2cccs2)o1	-1%	-3%	21%	1%	3%	10%	-3	1%	-1%
CCN(CC)CC(C)OC(=O)c1ccccc1Cl (stereo unspecified)	-6%	-8%	-1%	4%	-2%	13%	-5	-5%	84%[activator]
CCOC(=O)C1CCN(C(=O)COC(=O)/C=C/c2ccccc2)CC1	·	-13%	·	·	-1%	1%	-5	16%	-8%

Just BLM helicase inh and LDHA inh (3 entries from above):
SMILES | BLM helicase inh | LDHA inh
O=C(COC(=O)C1CC1)c1c[nH]c2ccccc12 | -2% | -1
O=C(NC(=S)Nc1nc(-c2ccccc2)cs1)c1cccnc1 | -1% | -4
O=C(CSCc1ccco1)c1ccc(Cl)s1 | -15% | ·

New compounds follow:
SMILES	BLM helicase inh	POLK inh	Apoferritin bind	Pol beta inh	GRP78 ERSR act	POLH inh	LDHA inh	APEX1 inh	POLI inh
O=C(c1cc(-c2cccs2)on1)N1CCCc2ccccc21	-4%	-19%	-2%	-16%	?	?	-4	-5%	9%
Cc1cc(C)c(S(=O)(=O)Nc2ccc(-c3ccc(N4CCCCC4)nn3)cc2)cc1C	-6%	-12%[60.1 µM]	-3%	?	2%	-9%	-3	·	-4%
c1ccc(C[C@H]2CN=C(Nc3ccccc3)N2CCCC2CCCCC2)cc1	·	-6%	·	·	-3%	-10%	0	-2%	12%
O=C(C1CCCN(c2ncnc3c2nc2n3CCCCC2)C1)N1CCN(c2ccc(Cl)cc2)CC1 (stereo unspecified)	-7%	-19%	8%	5%	-6%	3%	0	-23%	-8%
O=C(C[n+]1cccc2cc(Cl)ccc21)c1ccc2c(c1)CCCC2	·	-8%	·	·	-3%	·	-9	·	-2%
Cc1ccc2c(c1)NC(=O)c1cccnc1O2	-3%	-9%	5%	1%	·	·	-2	·	11%
O=C(CCN1CCCCC1)NCNC(=O)CCN1CCCCC1	0%	-10%	-4%	12%	0%	3%	-6	-1%	4%
Cc1ccc(CCNC(=O)c2ccc3c(c2)nc2n3CCCCC2)cc1	-7%	-18%[60.1 µM]	40%[activator]	-16%	10%	2%	4	·	-25%
CCN(CC)S(=O)(=O)c1cc(NC(=O)C2CCN(c3ncnc4sc(C)c(C)c34)CC2)ccc1Cl	·	-6%	·	·	-5%	-16%	1	11%	24%
COc1ccc2[nH]c(=O)c(CNc3ccc(C)c(C)c3)cc2c1	-8%	-8%	62%[activator]	26%	4%	-17%	18	-4%	6%
O=C(c1cccc(F)c1)N1CCC2(CCN(Cc3ccccc3)CC2)CC1	3%	-3%[60.1 µM]	·	·	2%	·	·	0%	·
CC(C)=CCCC(C)NC(=O)NC1CCCCC1 (stereo unspecified)	-8%	-2%	-8%	1%	4%	0%	-5	-1%	1%
Cc1csc(N)n1	-3%	-9%	1%	2%	18%	4%	-3	4%	7%
O=C(Nc1ccc(Cl)cc1)/C(=C/c1ccc([N+](=O)[O-])cc1)c1nc2ccccc2s1	-13%	·	1%	-1%	·	·	·	11%	·
Cc1cnc(NC(=O)CSc2nnc(C)s2)s1	-3%	-3%	0%	3%	-1%	-12%	0	4%	20%
COC(=O)Cc1ccc(N(Cc2ccccc2F)S(=O)(=O)c2ccc(Br)cc2)cc1	1%	-10%	57%[activator]	3%	-1%	-20%	-2	20%	13%
O=C(C1CC(=O)N(c2ccc(Cl)cc2)C1)N1CCC(c2nc3ccccc3[nH]2)CC1 (stereo unspecified)	·	-8%	·	·	-6%	-17%	1	26%	8%
Cn1cnc([N+](=O)[O-])c1S(=O)(=O)c1ccc(Cl)cc1	4%	-7%	-10%	35%	-16%	-8%	-11	3%	66%[activator]
CC1CN(C(=O)COC(=O)c2ccc(O)cc2)CC(C)O1 (stereo unspecified)	-1%	-8%	4%	34%	4%	3%	-5	23%	3%
CN=C(Nc1ccccc1OC)SC1CC(=O)N(c2ccc(C(=O)OC)cc2)C1=O (stereo unspecified)	-9%	-7%	-6%	3%	-3%	-26%	1	-9%	26%

A portion of the library; count on the stated rates, not on these rows.
